Screens from PubChem.
Mot1-301 SUMO: inhibitors of SUMOylation pathway: yeast Mot1-301 growth rescue. growth rescue, % at 18.8 µM. S. cerevisiae Mot1-301 growth rescue, ATP luminescence, 38.5C; percent above DMSO median, 100 means doubled. 320,000 compounds, 1% hits;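 active = every valid replicate shows activation above 250% relative to neutral control wells; inactive = the rest, any valid replicate at or below 250%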;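 also: OY570 slx delta 5 strain wells were the positive control but not used for scaling; some compounds called inactive have numbers as strong as hits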
RTF Ca sens inh: cardiac RTF calcium desensitization. inhibition, % at 7.15 µM. 340,000 compounds, 0.12% hits. P19429+P45379. IANBD-labeled cardiac RTF, Ca2+ fluorescence;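 active = inhibition above the mean inhibition of all tested compounds plus 3 SD, cut at about 17% in these data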;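 also: assay run at fixed EC70 calcium of 1.6 mM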
Keap1-Nrf2 PPI: Keap1-Nrf2 (human) interaction inhibition | Q14145 | Keap1 Kelch-Nrf2 peptide fluorescence polarization, 1536-well | inhibition, % at 9.4 µM | 340,000 compounds, 0.15% hits | AID 504523; in the data active = inhibition above about 12%; inconclusive = no clear call, values can overlap the other calls; inactive = below about 7.3%;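 also: human Keap1 Kelch domain with fluorescein labeled Nrf2 9mer peptide probe; 0% = neutral control wells and 100% = peptide positive control; higher means more block of Keap1 binding to Nrf2 peptide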
Target sequence (Q14145 whole entry, looked up, the tested form may be a part): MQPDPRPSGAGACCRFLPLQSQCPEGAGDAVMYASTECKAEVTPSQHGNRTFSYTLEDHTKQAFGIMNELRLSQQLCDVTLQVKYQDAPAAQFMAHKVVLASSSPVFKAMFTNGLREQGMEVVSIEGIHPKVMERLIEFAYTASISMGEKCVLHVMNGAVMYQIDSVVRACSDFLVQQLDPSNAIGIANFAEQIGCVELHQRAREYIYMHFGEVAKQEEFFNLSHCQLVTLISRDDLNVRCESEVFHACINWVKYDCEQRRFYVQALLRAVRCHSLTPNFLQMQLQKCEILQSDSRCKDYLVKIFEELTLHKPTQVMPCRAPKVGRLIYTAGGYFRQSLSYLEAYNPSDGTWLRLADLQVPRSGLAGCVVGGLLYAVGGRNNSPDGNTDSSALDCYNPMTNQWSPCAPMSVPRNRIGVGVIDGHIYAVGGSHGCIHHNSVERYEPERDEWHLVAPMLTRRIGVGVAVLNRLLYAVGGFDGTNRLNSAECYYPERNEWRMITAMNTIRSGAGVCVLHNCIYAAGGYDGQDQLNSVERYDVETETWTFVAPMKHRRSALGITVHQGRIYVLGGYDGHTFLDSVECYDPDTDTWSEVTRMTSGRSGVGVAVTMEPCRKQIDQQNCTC
dFosB activator: activators of mouse delta FosB homodimer; activation, % at 25 µM; P13346; 340,000 compounds, 0.99% hits; purified delta FosB, TAMRA-CDK5 oligo fluorescence polarization; percent of positive-control signal above neutral wells; AID 493131;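 active = mean activation above about 17%, with every replicate also reaching it, limit read from the data, passing the limit was not always enough; inconclusive = only one of the two conditions met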;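 also: fluorescence polarization rise as delta FosB binds a TAMRA Cdk5 AP-1 oligo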
Rtt109 Vps75: C. albicans Rtt109 histone acetyltransferase inhibition | purified Rtt109/Vps75, ThioGlo CoA-SH fluorescence, 4 h | inhibition, % at 34.9 µM | 330,000 compounds, 0.16% hits | AID 540336;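 active = inhibition of at least 50% in every replicate; inconclusive = best replicate reaches 50% inhibition but some replicates fall short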
Target sequence (Q5AAJ8 whole entry, looked up): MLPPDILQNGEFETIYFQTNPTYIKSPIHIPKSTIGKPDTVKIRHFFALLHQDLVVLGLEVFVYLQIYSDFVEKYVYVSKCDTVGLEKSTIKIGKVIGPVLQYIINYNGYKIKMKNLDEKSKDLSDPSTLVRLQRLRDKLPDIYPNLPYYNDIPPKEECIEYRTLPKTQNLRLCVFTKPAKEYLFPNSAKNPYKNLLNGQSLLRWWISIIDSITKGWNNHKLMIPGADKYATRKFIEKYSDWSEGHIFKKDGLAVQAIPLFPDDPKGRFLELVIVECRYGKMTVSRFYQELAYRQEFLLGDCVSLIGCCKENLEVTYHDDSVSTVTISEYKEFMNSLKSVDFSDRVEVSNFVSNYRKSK
NSD2 HMT inh: inhibitors of human histone methyltransferase NSD2 | inhibition, % at 12.5 µM | O96028 | 310,000 compounds, 0.54% hits | NSD2 peptide methylation, AlphaScreen, 120 min; in the data active = inhibition above about 50%
PvdQ acylase: P. aeruginosa PvdQ acylase inhibition | purified PvdQ acylase, fluorescence plate reader | inhibition, % at 10 µM | 340,000 compounds, 0.063% hits | AID 488965; in the data active = inhibition above about 30%, passing the limit was not always enough; inconclusive = no clear call, values can overlap the other calls;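 also: 0% = vehicle neutral wells and 100% = reference inhibitor wells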
cardiac RTF act: increases calcium sensitivity of human cardiac regulated thin filaments; IANBD-labeled TnC RTF fluorescence at EC20 calcium; 0% EC20 calcium, 100% full calcium; activation, % at 7.2 µM; 340,000 compounds, 0.24% hits; AID 493008;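 active = activation above the mean over all tested compounds plus 3 SD, cut at about 30% in these data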;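 also: rise in fluorescence read as greater calcium sensitivity of cardiac thin filaments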
PfHsp90 yeast 2: reduces growth (ATP signal) of yeast expressing P. falciparum Hsp90; S. cerevisiae expressing PfHsp90, BacTiter-Glo ATP, 48 h; yeast lacking PDR1 and PDR3 efflux regulators; inhibition, % at 9.4 µM; 310,000 compounds, 0.32% hits; AID 504621;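 active = every replicate shows inhibition above about 80%, whatever the replicate mean, limit read from the data; inconclusive = mean inhibition reaches the set limit but some replicate falls short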;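 also: 0% = DMSO neutral controls and 100% = 20 µM radicicol positive controls; yeast relying on Plasmodium falciparum Hsp90 in place of its own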
LANA DNA inh: KSHV C-LANA DNA binding inhibition. 340,000 compounds, 0.078% hits. MBP-C-LANA/FAM-LBS DNA binding, fluorescence polarization. AID 504423. inhibition, % at 9 µM;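 active = highest replicate inhibition at or above 60% at 9 µM, even if other replicates fall short; inactive = all replicates below 60% inhibition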;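 also: 0% = neutral control wells and 100% = 4 µM acridine orange control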
CDK5 p35 inh: blocks human CDK5/p35 kinase activity; Q00535+Q15078; Recombinant CDK5/p35, ADP-Glo luminescence, 60 min; inhibition, % at 10 µM; 330,000 compounds, 0.01% hits;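 active = highest replicate inhibition of at least 50% and at least 75% of replicates reaching 50%; inconclusive = only one of the two criteria met; inactive = both criteria failed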;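 also: plate controls were DMSO neutral control for no effect and GW8510 at 10 µM for full effect; many of its hits are not listed in these tables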
* hit, by the source's call; ? = inconclusive; / = not tested or not shown.

SMILES	Mot1-301 SUMO	RTF Ca sens inh	Keap1-Nrf2 PPI	dFosB activator	Rtt109 Vps75	NSD2 HMT inh	PvdQ acylase	cardiac RTF act	PfHsp90 yeast 2	LANA DNA inh	CDK5 p35 inh
COc1ccc(C(=O)Nc2ccc3c(c2)OCCO3)cc1	-5	-6	0	6	-5	-3	-14	2	-18	-1.9	2.9
O=C(NCCOc1nc(N2CCOCC2)nc(N2CCOCC2)n1)Nc1ccc(Cl)cc1	15	-3	-1	-4	-10	-1	3	2	/	0.6	-2.0
Cn1c(N)c(C(=O)COC(=O)CNS(=O)(=O)c2ccc(Cl)c(Cl)c2)c(=O)n(C)c1=O	4	1	0	2	?	0	-8	2	26	-1.1	-2.4
N=C1CCCN1c1ccccc1O	4	3	0	-1	-17	-3	4	-1	-10	-0.3	2.2
Cc1cccc(N2CCN(C(=O)CNC(=O)Cc3ccccc3)CC2)c1C	8	-13	0	-3	7	-1	2	-2	0	-3.1	-0.5
CCOc1ccc(NC(=S)N2CCC(N(C)CCN3CCOCC3)CC2)cc1	49	-3	2	4	-1	-2	2	-7	6	-1.8	1.1
Cn1c2cc(Br)sc2c2cnn(Cc3ccc(F)cc3F)c(=O)c21	/	-1	-3	-5	16	/	-3	1	-38	-1.0	0.5
Cc1ccc(C2NC(=O)CCC2[N+](=O)[O-])cc1 (centres undefined)	-6	/	0	1	-5	1	2	/	-18	-1.2	0.1
Cc1cc(C)nc(SCC(=O)c2ccc([N+](=O)[O-])cc2)n1	-10	2	-6	3	-2	/	-11	-1	-10	0.4	1.4
O=C(c1cccc(S(=O)(=O)N2CCOCC2)c1)N1CCN(c2ccccc2)CC1	-13	2	4	12	-3	38	-14	-3	-17	0.8	-0.8
COc1ccc(-c2cn[nH]c2-c2ccc(OCc3ccc([N+](=O)[O-])cc3)cc2O)cc1OC	-6	-10	-4	-4	8	2	-9	2	-36	0.0	-0.8
CCC(NC(=O)CCc1c(C)c2cc3c(C)c(C)oc3cc2oc1=O)C(=O)N[C@@H](Cc1ccccc1)C(=O)O (some centres undefined)	5	-4	1	-7	16	/	-6	-1	-1	3.5	-2.0
CCc1c(C)c2nncn2[nH]c1=O	-5	5	3	6	3	-2	-3	-4	23	0.9	0.2
O=C(CSc1nc(=O)[nH]c2c1CCCC2)Nc1ccc(F)cc1F	-3	-3	0	-14	0	-2	13	2	4	-0.4	-0.4
O=C(COC(=O)c1cnccn1)Nc1ccc(Cl)cc1C(F)(F)F	2	-5	-5	-2	10	0	3	-2	3	1.6	-0.1
CCCCN(C(=O)c1ccc(NC2CC2)c([N+](=O)[O-])c1)c1c(N)n(CCCC)c(=O)[nH]c1=O	/	-2	1	4	-13	0	-8	-19	/	2.3	0.1
CC(C)(C)Nc1nc(SCC(=O)Nc2ccccc2Cl)nc(N2CCOCC2)n1	4	-3	-3	-10	-1	-2	-1	-4	-12	-0.2	-1.5
CN(C1CCCC1)C1CCN(C(=O)CNC(=O)/C=C/c2ccc(F)cc2)CC1	-26	-11	-5	0	-1	10	-17	-2	-4	-1.6	-1.0
CC(C)(O)C#Cc1ccc(CN2CCN(CCc3ccccc3)C(CCO)C2)s1 (centres undefined)	-30	-5	-3	-10	-3	-2	-7	-1	-11	-1.6	-0.1
COc1cccc(CNC(=O)Cn2nc(C)c([N+](=O)[O-])c2C)c1	-6	-7	-8	-5	20	-3	5	1	6	2.4	-1.5
Cc1ccc2nc(C)cc(SCC(=O)N/N=C/c3ccco3)c2c1	-8	3	2	-5	24	1	4	-6	7	0.3	1.4
CCOC(=O)CSc1nnc(CNC(=O)c2ccc(OC)cc2)n1Cc1ccccc1	8	5	0	1	1	-1	-17	5	/	-1.8	0.5
CCCC(=O)NCCCc1nc2ccccc2[nH]1	162	0	1	-4	2	/	6	2	14	2.3	-0.1
CCn1c2ccccc2c2cc(/C=N/n3cnnc3)ccc21	9	1	-5	-3	23	-1	4	-1	-22	-2.6	-0.7
CC1(C)Cc2c(sc3nc[nH]c(=O)c23)CO1	-7	4	-8	-7	-4	/	-2	12	-19	-0.5	-7.0
CCCN(CC(=O)Nc1ccccc1OC)C(C)C(=O)NC(C)CCc1ccccc1 (centres undefined)	44	-24	1	-11	-4	2	-13	0	-2	-0.9	-2.0
CCOc1cc(C2NC(=O)NC(C)=C2C(=O)OCc2ccccc2)ccc1O (centres undefined)	-14	-6	-3	-5	3	3	-8	5	-5	-0.8	1.1
C/C(=N/NC(=O)Cc1cc(=O)[nH][nH]1)c1ccc([N+](=O)[O-])cc1	-4	0	-4	-6	/	-1	-13	-1	17	1.0	-0.2
Cc1onc(-c2ccccc2Cl)c1C(=O)N1CCN(C=O)CC1	6	0	-8	-12	1	-1	-11	-1	-19	0.6	-0.2
N#Cc1cc2ccc(N3CCOCC3)cc2cc1C#N	18	-5	3	-2	-5	120*	16	-2	-10	-1.4	-0.4
COc1ccc(CN(C)C(=O)Cc2ccsc2)c(OC)c1OC	42	1	-3	-10	2	-2	2	-7	-7	1.7	-0.6
Nc1ncn(CC(=O)c2ccccc2)n1	/	6	3	-1	0	-1	4	-7	-2	-0.3	-0.9
CCCc1c(C)nc(N2CCN(c3cccc(OC)c3)CC2)[nH]c1=O	5	-2	1	3	-6	-1	-17	1	5	1.4	-0.1
CC(C)Sc1nnc(NC(=O)C2CC2)s1	0	-11	1	-9	-6	/	-18	-2	-6	0.6	-0.5
CSc1ncccc1C(=O)Nc1cc(Cl)ccc1N1CCOCC1	30	-13	0	-2	15	-2	4	-6	2	3.7	1.1
Cc1ccc(CSc2nnc(C(F)(F)F)n2Cc2ccc(F)cc2)cc1	47	-4	-2	-4	-3	-14	-7	-1	-56	-1.2	0.7
O=C(COC(=O)Cn1cnc2ccccc2c1=O)NNC(=O)c1ccc(Br)cc1	-4	-2	2	4	-1	-3	-6	1	-3	7.0	-0.6
Cc1ccc(NC(=O)CN(C)C(=O)c2cn(Cc3ccccc3)nc2-c2cccnc2)cc1	/	-4	3	-10	0	6	-2	-4	23	0.2	-0.3
NC(=O)C1CC(=O)N(c2ccc(OCc3ccc(F)cc3)cc2)C1 (centres undefined)	-8	2	2	2	1	-4	2	-1	1	-2.1	1.7
Cc1cc(=O)[nH]c(/N=C(\N)Nc2ccc(Oc3ccccc3)cc2)n1	5	0	0	-8	2	1	5	-3	-3	-0.4	-0.1
CCCCCOc1ccc(C(=O)CCC(=O)NNC(=O)c2ccncc2)cc1	/	-18	7	-10	-3	-4	-4	3	/	0.4	0.3
C=CCS(=O)(=O)c1nc2ccccc2s1	-32	2	-1	3	-2	10	6	0	/	-2.8	-1.1
COc1ccc(CCN(C)C2CCCN(S(=O)(=O)C(C)C)C2)cc1OC (centres undefined)	2	-4	-5	2	-1	6	-7	1	7	-0.7	0.0
O=C(COc1ccc2ccc(=O)oc2c1)NCc1ccccn1	79	-1	-3	-8	-5	0	-10	-2	-24	0.4	0.7
COc1ccc(N2CCN(C(=O)Cn3c(=O)c4cccn4c4cccnc43)CC2)cc1	43	-2	2	-10	-5	14	-10	0	24	1.5	-0.3
COc1cc(/C=N/Nc2ccccc2[N+](=O)[O-])cc(OC)c1O	205	2	-1	-4	2	1	-8	-1	-26	-1.6	1.4
COc1ccc(CNC(=O)CCn2c(=O)oc3ccccc32)c(OC)c1	-25	-15	5	-10	-2	-6	-4	4	-10	-0.4	1.7
CCC(=O)Nc1cccc2ccccc12	-8	-9	3	-2	0	7	-19	-2	-15	-0.8	0.2
CC1=CCC(C(=O)O)C(C(=O)O)C1 (centres undefined)	9	-13	4	-8	-13	-1	-6	2	0	-1.4	0.5
CCN(C(=O)CCS(=O)(=O)c1ccc2c(c1)oc(=O)n2C)c1ccc(OC)cc1	378*	-1	3	0	1	-4	-2	-2	-16	0.4	-0.2
New compounds follow
SMILES	Mot1-301 SUMO	RTF Ca sens inh	Keap1-Nrf2 PPI	dFosB activator	Rtt109 Vps75	NSD2 HMT inh	PvdQ acylase	cardiac RTF act	PfHsp90 yeast 2	LANA DNA inh	CDK5 p35 inh
O=C(CN1C(=O)CSC1=O)NCc1ccccc1	27	-6	0	-4	-1	/	-13	4	-14	2.5	-7.7
C[C@@H](C(=O)N1CCN(C(=O)OC(C)(C)C)CC1)n1cc(CCCN=C(NC(=O)OC(C)(C)C)NC(=O)OC(C)(C)C)nn1	11	-6	-3	-21	-1	/	-16	2	24	-1.0	-1.2
CCOC(=O)c1cnc(-n2cc(C)cn2)nc1NCc1ccc2c(c1)OCO2	2	-10	0	-20	0	3	-9	4	21	-0.2	-0.4
CCOC(=O)c1cnn(-c2ncnc3sc(C)c(C)c23)c1N	127	-5	1	0	4	-1	3	0	9	-0.7	-0.3
CCOc1cc(N2CCOCC2)c(OCC)cc1NS(=O)(=O)c1cc(NC(C)=O)ccc1OC	-16	1	-2	0	6	14	0	-2	-6	2.7	0.3
O=C(Nc1ccc(Cc2ccncc2)cc1)c1ccco1	264	7	-1	1	-1	2	-7	7	-34	-0.4	-2.1
COc1cccc(NC(=O)C2CC2(c2cccc(OC)c2)c2cccc(OC)c2)c1 (centres undefined)	-14	-13	3	2	-3	-1	-6	-4	9	0.8	-1.6
Cc1c(O)c(S(=O)(=O)c2ccccc2)c(=O)n(-c2ccccc2)c1-c1ccccc1	13	6	0	-7	6	2	-7	-4	20	-0.3	0.5
CC(=O)c1sc(-c2ccccc2)cc1N	1	/	-2	-8	0	0	-5	/	-29	0.5	-1.0
CCCC(=O)N1CCc2cc(OC)c(OC)cc2C1COc1ccccc1OC (centres undefined)	14	-8	-3	0	-1	2	-16	-4	34	0.5	1.8
O=C(C1CCN(S(=O)(=O)c2cnc[nH]2)CC1)N1CCn2c1nc1ccccc12	0	-7	-2	0	-2	-5	-14	-4	9	-0.5	0.0
COCCN(C(=O)COC(=O)C12CC3CC(CC(C3)C1)C2)c1c(N)n(Cc2ccccc2)c(=O)[nH]c1=O	/	-3	-1	-13	9	1	-7	12	/	0.4	-0.6
COc1ccc(CN2C(=O)c3ccccc3C2=O)cc1C(=O)OC(C)C(=O)NC(N)=O (centres undefined)	7	-4	1	-7	/	-1	4	-1	-1	5.5	1.9
S=C(NCc1ccncc1)NC1CCCCC1	3	-13	-6	-3	1	1	-9	4	22	-0.4	-1.2
c1ccc(N2CCN(c3cnc4ccccc4n3)CC2)cc1	94	-4	-1	-3	4	-18	-11	4	3	0.7	0.4
O=C(CSc1nnc(-c2cccs2)o1)OC1CCCCC1	13	-18	-1	-10	2	-7	-8	0	-27	-1.0	0.2
CSc1ccc(CNC2CC2)cc1	-8	3	1	5	3	47	-10	-7	1	1.0	0.3
